EPAC1 agonist = agonists of human EPAC1 | O95398 | EPAC1 agonist qHTS, biochemical assay; response scale: 100% = response to 6.5 mM cAMP | Potency, µM (doses to about 154 µM), inactives show at the top dose activation, actives largely listed as activators | actives 0.073% (n = 360,000) | AID 720707; note: potency is the fitted concentration of half-maximal effect; nearly all actives have a fitted effect of over 60% in size
Target sequence (O95398 whole entry, looked up): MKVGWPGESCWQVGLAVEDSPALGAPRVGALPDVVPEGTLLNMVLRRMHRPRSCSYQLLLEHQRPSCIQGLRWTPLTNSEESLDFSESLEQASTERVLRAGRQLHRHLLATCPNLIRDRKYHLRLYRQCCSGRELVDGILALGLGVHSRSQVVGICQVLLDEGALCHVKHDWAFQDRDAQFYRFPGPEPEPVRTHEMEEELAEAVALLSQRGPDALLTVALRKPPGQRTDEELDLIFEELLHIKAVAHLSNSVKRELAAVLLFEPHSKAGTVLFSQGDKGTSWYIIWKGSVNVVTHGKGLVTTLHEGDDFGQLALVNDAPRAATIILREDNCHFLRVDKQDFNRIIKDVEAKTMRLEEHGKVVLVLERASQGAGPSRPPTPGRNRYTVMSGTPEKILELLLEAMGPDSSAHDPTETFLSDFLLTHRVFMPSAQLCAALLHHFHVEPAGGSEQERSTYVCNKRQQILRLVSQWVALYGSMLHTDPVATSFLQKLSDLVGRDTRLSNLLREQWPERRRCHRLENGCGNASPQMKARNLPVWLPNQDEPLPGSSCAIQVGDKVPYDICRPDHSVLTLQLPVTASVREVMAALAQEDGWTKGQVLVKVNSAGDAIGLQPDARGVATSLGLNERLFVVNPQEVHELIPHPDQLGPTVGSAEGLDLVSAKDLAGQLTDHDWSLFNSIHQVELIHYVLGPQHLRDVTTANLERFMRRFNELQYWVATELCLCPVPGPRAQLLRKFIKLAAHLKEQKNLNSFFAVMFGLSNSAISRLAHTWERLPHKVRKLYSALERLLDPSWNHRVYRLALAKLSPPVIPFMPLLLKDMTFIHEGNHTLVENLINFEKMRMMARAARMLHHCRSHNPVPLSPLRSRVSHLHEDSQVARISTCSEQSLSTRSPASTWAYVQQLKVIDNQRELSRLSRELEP
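Read-out is the fluorescence drop as BODIPY-GDP leaves Rap1B (480 nm excitation, 540 nm emission), recorded every 5 minutes over 30 minutes. Reactions held 100 nM EPAC1, 250 nM Rap1B–BODIPY-GDP and 50 uM GDP, with 6.5 mM cAMP setting full activation.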
CCT modulator = cytosolic chaperonin activity modulation; purified chaperonin ATPase assay, HTRF ADP detection, 30 min; activity change, % (test concentration not listed), hits read low; actives 0.3% (n = 360,000); in the data active = activity change below about -30%; note: % is set by controls: 0 for no effect and ±100 for the full control effect
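Enzyme 40 or 20 nM (batch-dependent) in Tris pH 7.4/KCl/MgCl2/DTT; cpd 76 uM single point; ATP 10 uM; 30 min 37 °C; Transcreener ADP HTRF detection, 30 min RT; ratio 665/615.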
EPAC1 antagonist = EPAC1 (human) antagonism. Potency, µM (titrated, usually from 115 µM), inactives show top-dose activity change, negative = inhibition, most hits filed as inhibitors. actives 0.14% (n = 360,000). EPAC1 GEF assay, Rap1b-BODIPY-GDP exchange fluorescence;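 note: potency is the fitted concentration of half-maximal effect; plate controls were vehicle for no effect and positive control for full effect; nearly all actives have a fitted effect of over 50% in size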
EPAC2 antag = EPAC2 (human) antagonism. AID 720708. Q8WZA2. EPAC2 GEF exchange of Rap1B-BODIPY-GDP, fluorescence. Potency, µM (highest dose often 114 µM), for inactives: at the highest dose activity, negative = inhibition, most hits filed as inhibitors. actives 0.18% (n = 360,000); note: potency is the fitted concentration of half-maximal effect; % is set by controls: 0 for no effect and ±100 for the full control effect; nearly all actives have a fitted effect of over 45% in size; many of its hits are not listed in these tables
PLK1 PBD block = inhibitors of human PLK1 polo-box domain binding | Potency, µM, for the others: max response, negative = inhibition, most hits filed as inhibitors | Plk1 PBD binding of FITC phosphopeptide, fluorescence polarization | actives 2.8% (n = 360,000) | P53350; note: potency is the fitted concentration of half-maximal effect; series mostly up to about 57 µM; % is set by controls: 0 for no effect and ±100 for the full control effect; nearly all actives have a fitted effect of over 65% in size
WRN inhibitor = WRN helicase (human) inhibition; Q14191; WRN helicase unwinding, fluorescent forked duplex, kinetic; Potency, µM (series often up to 114 µM), for inactives: top-dose activity change, negative = inhibition, usual class: inhibitors; actives 0.46% (n = 360,000); AID 651768; note: potency is the fitted concentration of half-maximal effect; % is set by controls: 0 for no effect and ±100 for the full control effect; nearly all actives have a fitted effect of over 55% in size
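Enzyme (20 nM final) and test compound sit together 15 min at room temperature before substrate addition. Substrate is a single-forked duplex oligonucleotide (100 nM) labelled with fluorophore and quencher, with 2 mM ATP; helicase unwinding raises red fluorescence, read kinetically.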
PI5P4Ka inh = inhibitors of human PI5P4K alpha; AID 652105; actives 1.2% (n = 330,000); PI5P4Kalpha enzyme, ADP-Glo luminescence, 60 min; hits give low values; max response, %; active = max response of -50% or lower; inconclusive = between -30% and -50%; inactive = -30% or higher; note: value at the top dose of about 77 µM; % is set by controls: 0 for no effect and ±100 for the full control effect
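Luminescence from ADP-Glo served as readout of PI5P4Kalpha activity in a qHTS format. Reaction: enzyme, substrate, compound, ATP at 5 microM final, 60 min at RT.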
MmCpn inh = inhibitors of Methanococcus maripaludis chaperonin (MmCpn). Potency, µM (doses to about 76.9 µM), for the others: top-dose activity, negative = inhibition, hits mostly inhibitors. actives 0.031% (n = 330,000). purified Mm-Cpn ATPase, ADP Transcreener TR-FRET. AID 504842; note: potency is the fitted concentration of half-maximal effect; % is set by controls: 0 for no effect and ±100 for the full control effect; nearly all actives have a fitted effect of over 80% in size
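Eu-cryptate anti-ADP/ADP-d2 competition gives a ratio inversely related to ADP. Enzyme at 25 nM was pre-exposed to compound for 10 min, then given 10 uM ATP for 30 min, 37°C throughout.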
The depositor's hits bear a star; ? = inconclusive; · = not tested or not shown; [ ] = another dose, or the depositor's remark. Unless noted, calls come from the whole dose curve; as a rule, active = well fitted curve in the direction sought with a large enough effect; inconclusive = small, poorly fitted or top-dose-only effect, or another doubt; inactive = no such curve, though single readings can be large; an effect the other way counts as inactive or inconclusive.

#	smiles	EPAC1 agonist	CCT modulator	EPAC1 antagonist	EPAC2 antag
1	O=[N+]([O-])c1cccc(-c2nnc(SCc3cccnc3)o2)c1	7%	1.3	-5%	-5%
2	COC(=O)Oc1c(Br)c(=O)oc2ccccc12	-5%	1.3	-6%	1%
3	Cc1ccc(S(=O)(=O)NCCN2CCOCC2)c(C)c1	1%	0.0	-1%	-3%
4	CC(C)c1nc(Cl)c(C#N)c2c1CSC(C)(C)C2	3%	-1.1	-5%	-3%
5	Cc1c(Cl)ccc2c1NC(=O)[C@]21[C@@H]2C(=O)N(Cc3ccccc3)C(=O)[C@@H]2[C@@H]2CCCN21	14%	-0.3	?	-10%
6	Cc1ccc(-c2cc(C(F)F)nc(NCC3CCCO3)n2)cc1 (centres undefined)	12%	-0.2	-1%	-9%
7	C=CCOC(=O)C1=C(C)OC(N)=C(C#N)C1c1ccc(OC)c(CSc2ccccn2)c1 (centres undefined)	6%	-85*	4%	-27%
8	N#CCCn1nc(-c2ccccc2)cc1Nc1ccccc1NC(=O)C(F)(F)F	0%	0.4	-7%	-12%
9	O=c1c2ccccc2nnn1CSc1nc2cc(Cl)ccc2c(=O)n1Cc1ccco1	16%	-0.1	17%	-1%
10	O=C(CN1C2CCCC1CC(NC(=O)C1CCCCC1)C2)Nc1ccccc1C(F)(F)F (centres undefined)	8%	-2.0	-6%	8%
11	Cc1cc(C)nc(NC(=NCCc2c[nH]c3ccccc23)NC(=O)Nc2ccccc2)n1	7%	-4.2	-29%	-5%
12	COc1ccc(/C=C(\C#N)C(=O)NCC2CCCO2)cc1OC (centres undefined)	-5%	-1.0	1%	0%

#	PLK1 PBD block	WRN inhibitor	PI5P4Ka inh	MmCpn inh
1	-5%	-6%	0	1%
2	?	-6%	-22	·
3	5%	-1%	4	0%
4	-8%	-21%[57.1 µM]	1	0%
5	-8%	-7%	?	-2%
6	-5%	-6%	22	-1%
7	4%	-2%	1	-1%
8	-13%	0%	-1	0%
9	-24%	-4%	0	·
10	-5%	1%	3	1%
11	-12%	-22%	9	-2%
12	0%	-3%	1	1%

Additional records:
#	smiles	EPAC1 agonist	CCT modulator	EPAC1 antagonist	EPAC2 antag
13	COc1ccc2c(c1)C(O)C(CO)C(C(=O)O)C2 (centres undefined)	-4%	-2.0	1%	-5%
14	CCOC(=O)Cc1csc(SCC(=O)N2CCN(c3ccc(OC)cc3)CC2)n1	12%	-0.5	?	0%
15	Nc1ccn(Cc2ccc(F)cc2)n1	9%	1.7	-12%	2%
16	Cc1cccc(C)c1-n1nnnc1SCc1nc(N)nc(N(C)C)n1	-1%	-0.6	?	-16%
17	CCCS(=O)(=O)N1CCCC(C(=O)NCCCN2CCN(c3ccc(F)cc3)CC2)C1 (centres undefined)	3%	1.7	-9%	-14%
18	O=C(NNS(=O)(=O)c1ccccc1)c1csc(-c2cccnc2)n1	0%	-5.4	11%	2%
19	CCCCn1c(N)c(N(CCOC)C(=O)COC(=O)C(C)(C)Oc2ccc(Cl)cc2)c(=O)[nH]c1=O	-10%	-3.1	0%	6%
20	CC1CCc2c(sc3nc(CN4CCOCC4)nc(Sc4ccccc4)c23)C1 (centres undefined)	-2%	-0.6	1%	4%
21	O=C(Nc1ccc2c3c(cccc13)CC2)c1ccc(Br)o1	-13%	-2.3	-8%	0%
22	COc1ccc(N2CCN(C(CNC(=O)C(=O)NCC(OC)OC)c3ccco3)CC2)cc1 (centres undefined)	0%	-0.9	18%	3%
23	C/C(=N/NC(=O)CNC(=O)Cc1ccccc1)c1ccco1	8%	-4.7	-22%	12%[57.1 µM]
24	COc1cc(CNCCc2c[nH]c3ccccc23)ccc1OCc1ccccc1F	21%	-4.2	-11%	-16%

#	PLK1 PBD block	WRN inhibitor	PI5P4Ka inh	MmCpn inh
13	1%	11%	-1	·
14	-4%	1%	·	-1%
15	1%	-1%	4	-6%
16	-12%	-5%	4	·
17	-8%	-10%	5	1%
18	-6%	?	-9	2%
19	-4%	8%	-1	3%
20	-7%	-4%	11	0%
21	-10%	-19%	-9	-1%
22	6%	10%	0	-2%
23	?	-1%	6	0%
24	-5%	-14%	·	3%

More results:
#	smiles	EPAC1 agonist	CCT modulator	EPAC1 antagonist	EPAC2 antag
25	CCC/C(=N\NC(=O)c1ccccc1C)c1ccccc1	-4%	0.3	10%	5%
26	CC(NC(=O)c1ccccc1NC(=O)c1ccccc1)C(=O)N1CCOCC1 (centres undefined)	-10%	-3.6	-5%	-1%
27	Cn1c(SCC(=O)N2CCCc3ccccc32)nnc1-c1c[nH]c2ccccc12	0%	0.6	8%	0%
28	COc1ccc(-n2ncc3c(N4CCCc5ccccc54)ncnc32)cc1	-9%	1.5	-8%	17%
29	CCc1nc2c(OCCC3CCCCC3)cccn2c1N(C)C(=O)c1ccncc1	8%	-4.4	-5%	1%
30	CC(Sc1cccc[n+]1[O-])C(=O)Nc1cc(Cl)c(Cl)cc1Cl (centres undefined)	11%	1.2	1%	-4%
31	COc1ccc(NC(=S)N2CCC(NC(=O)c3ccc(F)cc3)CC2)cc1	4%	-2.2	-15%	-3%
32	Clc1cccc(OCc2nnc(-c3ccccc3Br)o2)c1	8%	-0.3	-13%	?
33	Cc1cccc(NS(=O)(=O)c2ccc3c(c2)OCCO3)c1	12%	-1.9	-2%	-2%
34	O=C(Nc1ccccc1Cl)c1cc(C2CCCN(C(=O)CCCc3ccccc3)C2)on1 (centres undefined)	6%	-0.3	-13%	-7%
35	C(=N\N1CCN(Cc2ccccc2)CC1)/c1cccs1	1%	-11	2%	3%
36	CC1(C)CC(=O)N(CC(=O)NCc2ccc(F)cc2)c2ccccc2S1(=O)=O	4%	0.3	-21%	1%

#	PLK1 PBD block	WRN inhibitor	PI5P4Ka inh	MmCpn inh
25	-16%	-27%	2	-1%
26	-18%	-21%	6	1%
27	2%	-1%	-4	0%
28	2%	-5%	15	2%
29	-7%	-4%	-3	·
30	-13%	-24%	7	?
31	4%	-1%[57.1 µM]	0	1%
32	-3%	-16%	-4	-6%
33	0%	-13%	·	1%
34	-16%	-4%	11	·
35	-1%	-6%	3	-3%
36	-6%	-11%	3	1%

New compounds follow.
#	smiles	EPAC1 agonist	CCT modulator	EPAC1 antagonist	EPAC2 antag
37	CNc1ccc(Cl)cc1C(N)=O	6%	2.9	-6%	-21%
38	O=C(Nc1ccc(S(=O)(=O)N2CCC(C(=O)NC3CCCCC3)CC2)cc1)c1ccco1	-11%	-0.8	5%	10%
39	O=C(O)CSc1nc(-c2ccccc2)nc2c1oc1ccccc12	1%	-0.2	3%	-3%
40	COCCOc1cc(Nc2nnc(C(F)(F)F)s2)c(Cl)cc1Cl	-4%	-0.4	-2%	0%
41	O=C(CN1CCOc2ccccc21)N1CCN(c2cccc(Cl)c2)CC1	-3%	-1.0	1%	10%
42	S=C(NCc1ccco1)N1CCN(c2cccc(Cl)c2)CC1	19%	-3.1	-5%	-13%
43	S=C(NCC1CCCO1)NC12CC3CC(CC(C3)C1)C2 (centres undefined)	11%	2.6	6%	2%
44	CCN(CC)c1ccc(NC(=O)c2cnc3ccccn3c2=O)c(C)c1	16%	-1.0	-4%	-1%
45	COC(=O)C1=C(C)NC(=S)NC1c1ccc(OC(=O)c2ccco2)cc1 (centres undefined)	4%	-1.2	1%	6%
46	CCOC(=O)C1CCN(Cc2nc3ccccc3c(=O)n2-c2ccc(F)cc2)CC1	14%	-0.3	-11%	-10%

#	PLK1 PBD block	WRN inhibitor	PI5P4Ka inh	MmCpn inh
37	2%	-6%	5	-12%
38	-5%	1%	-2	-2%
39	-9%	-17%	-2	-3%
40	-9%	-9%	10	2%
41	-11%	1%	-5	·
42	-22%	-9%	6	1%
43	-4%	-5%	2	1%
44	-6%	0%	·	-1%
45	-8%	2%	-10	-1%
46	-16%	1%	20	2%

Of the compounds above, these have bromine.
#	smiles	EPAC1 agonist	CCT modulator	EPAC1 antagonist	EPAC2 antag
2	COC(=O)Oc1c(Br)c(=O)oc2ccccc12	-5%	1.3	-6%	1%
21	O=C(Nc1ccc2c3c(cccc13)CC2)c1ccc(Br)o1	-13%	-2.3	-8%	0%
32	Clc1cccc(OCc2nnc(-c3ccccc3Br)o2)c1	8%	-0.3	-13%	?

#	PLK1 PBD block	WRN inhibitor	PI5P4Ka inh	MmCpn inh
2	?	-6%	-22	·
21	-10%	-19%	-9	-1%
32	-3%	-16%	-4	-6%

Part of the list above in order of molecular weight, smallest number first.
#	smiles	EPAC1 agonist	CCT modulator	EPAC1 antagonist	EPAC2 antag
43	S=C(NCC1CCCO1)NC12CC3CC(CC(C3)C1)C2 (centres undefined)	11%	2.6	6%	2%
39	O=C(O)CSc1nc(-c2ccccc2)nc2c1oc1ccccc12	1%	-0.2	3%	-3%
44	CCN(CC)c1ccc(NC(=O)c2cnc3ccccn3c2=O)c(C)c1	16%	-1.0	-4%	-1%
45	COC(=O)C1=C(C)NC(=S)NC1c1ccc(OC(=O)c2ccco2)cc1 (centres undefined)	4%	-1.2	1%	6%
40	COCCOc1cc(Nc2nnc(C(F)(F)F)s2)c(Cl)cc1Cl	-4%	-0.4	-2%	0%
38	O=C(Nc1ccc(S(=O)(=O)N2CCC(C(=O)NC3CCCCC3)CC2)cc1)c1ccco1	-11%	-0.8	5%	10%

#	PLK1 PBD block	WRN inhibitor	PI5P4Ka inh	MmCpn inh
43	-4%	-5%	2	1%
39	-9%	-17%	-2	-3%
44	-6%	0%	·	-1%
45	-8%	2%	-10	-1%
40	-9%	-9%	10	2%
38	-5%	1%	-2	-2%

Only part of the results is shown; rates above refer to the full screens.
